# Nrf2 activator – activators of Nrf2 (ARE) signaling; AID 624171; AREc32 ARE-luciferase reporter (MCF7-derived line), luminescence, 24 h; Potency, µM (top dose mostly 46.1 µM), for the others: at the highest dose activation, actives largely listed as activators; hit rate 0.31% among 410,000; also: potency is read from the fitted curve at half-maximal effect; % of control where 0% means no effect; nearly all actives have a fitted effect of over 65% in size
#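 Reporter line AREc32 (ARE-Fluc), seeded overnight in OPTI-MEM with 5% FBS; compound pin-transferred, 24 hr at 37 deg C, 5% CO2; luminescent read-out.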
# HepG2 viability – counter-screen for TGF-b inhibitors: cytotoxicity in HepG2 cells; HepG2 CAGA-GFP viability, ATP luminescence, 18 h; Potency, µM (doses to about 46.1 µM), without a hit: top-dose activity change, negative = cytotoxicity, most hits filed as cytotoxic; hit rate 0.76% among 410,000; also: potency is read from the fitted curve at half-maximal effect; some results filed as inactive show a strong effect at the top dose
#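 HepG2 CAGA-GFP cells (1000/well, DMEM with 1% FBS) received compound, then TGF-beta at 500 pg/mL final, and were incubated 18 hours at 37 degrees C. Viability was read by CellTiter-Glo luminescence. Media-only wells were set as complete cell-killing and DMSO as no toxicity.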
# MmCpn inh – blocks the Methanococcus maripaludis chaperonin Mm-Cpn. AID 504842. hit rate 0.031% among 330,000. Potency, µM (series often up to 76.9 µM), without a hit: top-dose activity, negative = inhibition, most hits filed as inhibitors. purified Mm-Cpn ATPase, ADP Transcreener TR-FRET; also: potency is read from the fitted curve at half-maximal effect; % is scaled to controls: 0 for no effect and ±100 for the full control effect; nearly all actives have a fitted effect of over 80% in size
#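 ATP (10 uM final) was added to archaeal chaperonin (25 nM final) after 10 min exposure to test compound at 37°C; after 30 min further incubation, ADP was detected by competitive TR-FRET.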
# CCT chaperon mod – changes cytosolic chaperonin activity; purified chaperonin ATPase assay, HTRF ADP detection, 30 min; activity change, % (concentration not given with the values), hits read low; hit rate 0.3% among 360,000; AID 651819; in the data active = activity change below about -30%; also: % is scaled to controls: 0 for no effect and ±100 for the full control effect
#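 TRiC at 40 or 20 nM final (batch-dependent) in 30 mM Tris pH 7.4, 100 mM KCl, 5 mM MgCl2, 1 mM DTT, with compound at single 76 uM and 10 uM ATP, 30 min at 37 deg C. ADP detected by HTRF Transcreener, 665/615 ratio.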
# Nrf2 inh – Nrf2 pathway inhibition; AID 504444; A549 ARE-Fluc reporter, luciferase luminescence, 18-24 h; Potency, µM (highest dose often 46 µM), without a hit: at the top dose activity change, negative = inhibition, hits mostly inhibitors; hit rate 2.1% among 360,000; also: potency is read from the fitted curve at half-maximal effect; % is scaled to controls: 0 for no effect and ±100 for the full control effect; nearly all actives have a fitted effect of over 60% in size
#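 Nrf2 function is reported as luminescence of an ARE-controlled luciferase in A549 cells. Compounds were tested at several concentrations, and a CellTiter-Fluor read on the same wells flagged cytotoxicity.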
# Abeta yeast res – A-beta toxicity reversal in yeast | Potency, µM (highest dose often 46.1 µM), inactives show at the top dose growth rescue, usual class: activators | yeast expressing A-beta42, growth rescue, OD600, 48 h; response scale: 0% DMSO, 100% iron-clioquinol control | hit rate 0.063% among 410,000; also: potency is read from the fitted curve at half-maximal effect; nearly all actives have a fitted effect of over 55% in size
#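 Yeast growth medium received pinned compounds, then yeast cells expressing toxic A-beta were added; plates incubated at 30 C for 48 hr. Growth read as absorbance at 600 nm, normalized to DMSO and equimolar FeCl3 plus clioquinol controls.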
# TGFb SMAD3 inh – inhibitors of TGF-b signaling; HepG2 CAGA-GFP TGF-b/SMAD3 reporter, GFP fluorescence, 18 h; TGF-beta stimulated, 500 pg/mL final; Potency, µM (top dose mostly 46.1 µM), inactives show top-dose activity, negative = inhibition, hits mostly inhibitors; hit rate 1.2% among 410,000; also: potency is read from the fitted curve at half-maximal effect; % is scaled to controls: 0 for no effect and ±100 for the full control effect; nearly all actives have a fitted effect of over 65% in size
#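 HEPG2 CAGA-GFP reporter cells (1000/well, DMEM with 1% FBS) received compounds, then recombinant TGF-beta at 500 pg/mL final for 18 hours at 37 degrees C. Per-cell GFP summed per well was normalised to unstimulated and stimulated DMSO controls before curve fitting.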
# A549 viability – A549 cytotoxicity, counter-screen for Nrf2 inhibitors; A549 ARE-Fluc cells, CellTiter-Fluor viability, 18-24 h; Potency, µM (titrated, usually from 46 µM), without a hit: top-dose activity change, negative = cytotoxicity, actives largely listed as inhibitors; hit rate 0.16% among 390,000; also: potency is read from the fitted curve at half-maximal effect; % is scaled to controls: 0 for no effect and ±100 for the full control effect
#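 A549 ARE-Fluc cells in 5% FBS OPTI-MEM, 5000 cells/well, rested 2 h then exposed to compounds in concentration-response for 18-24 h at 37 °C. Viability by CellTiter-Fluor fluorescence (Ex 405/Em 525) after 30 min; luciferase luminescence (BugLite, 15 min, RT) read afterwards.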
# pAkt inh – blocks phosphorylation of Akt. activity change, % for hits at 50 µM. hit rate 0.32% among 360,000. Neuro2A IGF-stimulated pAkt S473 HTRF, 20 min; hits give low values; in the data active = activity change below about -80%; inconclusive = mostly about -51% to -80%; also: % is scaled to controls: 0 for no effect and ±100 for the full control effect
#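 Neuro2A cells in DMEM with 0.5% FBS, overnight at 37 deg C, given compound at single 50 µM final, then IGF (6 nM final) for 20 min at 37 deg C. Lysed; phospho-Akt Ser473 by HTRF after 24 h, 665/615 ratio.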
# * marks the source's active call; other numbers are inactive results; i = inactive; ? = inconclusive; nt = not tested or not shown; [ ] = another dose, or the depositor's remark. Unless noted, calls follow the shape of the dose curve; as a rule, active = well fitted curve in the direction sought with a large enough effect; inconclusive = small, poorly fitted or top-dose-only effect, or another doubt; inactive = no such curve, though single readings can be large; an effect the other way counts as inactive or inconclusive.
# Results follow in this order: Nrf2 activator	HepG2 viability	MmCpn inh	CCT chaperon mod	Nrf2 inh	Abeta yeast res	TGFb SMAD3 inh	A549 viability	pAkt inh
- CC(C)CCNC(=O)CCn1c(=S)oc2ccccc21
    -0.5%	-4%	-2%	-2.0	11%	-13%	-15%	-2%	i
- COc1ccc(C(Nc2ccccn2)c2c(NC(=O)c3ccco3)sc(C)c2C)cc1 (stereo not given)
    23%	-2%	-4%	-0.2	?	-1%	-1%	0%	i
- CC(C)N1CCC1(C)C(=O)Nc1ccc(-n2cccc2)cc1 (stereo not given)
    0.6%	-5%	nt	-1.1	nt	-20%	1%	nt	i
- CC(C)OC(=O)C1C(=O)CC(C)(O)C(C(=O)OC(C)C)C1c1cccc(O)c1 (stereo not given)
    -1.1%	-16%	1%	-3.2	12%	5%	18%	-4%	i
- CCCCCn1c(=O)c2ccccc2n2c(CCl)nnc12
    ?	-46%	0%	1.2	8%	-17%	?	-13%	i
- NC(=O)c1cc2cc(Cl)ccc2o/c1=N/NC(=O)c1cccs1
    0.4%	2%	-2%	-1.1	0%	-5%	-1%	2%	i
- CN(C)S(=O)(=O)c1ccc(NC(=O)CSc2ncnc3ccccc23)cc1
    22%	-24%	-5%	-3.8	?	-15%	-28%	3%	i
- CCOc1ccc(NC(=O)c2ccc(N3CC4CC(C3)c3cccc(=O)n3C4)c(NC(=O)CCN3CCOCC3)c2)cc1 (stereo not given)
    -0.6%	23%	2%	-1.2	12%	10%	-19%	1%	i
- CCCOc1ccc(C2c3c(oc4ccccc4c3=O)C(=O)N2c2nc(C)c(C(=O)OCC)s2)cc1 (stereo not given)
    -1.3%	5%	nt	nt	2%	-12%	15%	-14%	nt
- O=C(Nc1cccc2ccccc12)C12CC3CC(C1)CC(n1cnc([N+](=O)[O-])n1)(C3)C2
    0.2%	-2%	1%	-1.2	nt	4%[9.22 µM]	4%	-6%	i
- C[C@]12C=CC(=O)C=C1CC[C@@H]1C2C(O)C[C@@]2(C)C1CC[C@]2(O)C(=O)COC(=O)CCC(=O)NC(CC(=O)O)C(=O)O (stereo not given in full)
    2.7%	1%	0%	1.4	0.1µM*	-2%	7%	0%	i
- O=C(Nc1ccc(F)c(F)c1)c1ccccc1
    7.0%	-18%	0%	-2.8	10%	1%	-1%	-6%	i
- O=C(O)Cc1ccc(NS(=O)(=O)c2ccccc2Br)cc1
    -0.5%	10%	1%	-0.8	6%	nt	-1%	-13%	i
- Cc1cc2c(NC(=O)CC(C)(C)CC(=O)O)cccc2nn1
    -1.0%	9%	1%	-1.9	?	10%	-2%	0%	i
- Cc1cc([N+](=O)[O-])ccc1NC(=O)CSc1nncn1-c1ccccn1
    7.5%	17%	1%	0.2	12%	7%	-33%	-3%	i
- COc1ccc(C2/C(=C(/O)c3ccccc3)C(=O)C(=O)N2C)cc1OC (stereo not given)
    1.2%	-3%	2%	0.7	-10%	4%	-13%	-3%	i
- CCOc1ccc(-n2c(O)c(/C=N/Nc3nnc(C)c(=O)[nH]3)c3ccccc3c2=O)cc1
    -1.0%	-31%	-1%	-14	-3%	-44%	0%	-5%	i
- O=C(COC(=O)c1ccccn1)Nc1ncc(C(F)(F)F)cc1Cl
    -0.1%	2%	-1%	-2.3	22%	16%	-3%	0%	i
- O=C(O)CSc1nnc(COc2ccccc2)n1-c1ccccc1
    0.4%	7%	2%	-1.6	2%	0%	-1%	0%	i
- CCCCn1c(NCCN(C)C)nc2c1c(=O)[nH]c(=O)n2C
    0.0%	-28%	1%	-0.3	-2%	3%	-2%	11%	i
- Cc1onc(-c2ccccc2)c1C(O)c1ccc(F)cc1 (stereo not given)
    0.2%	0%	?	0.6	-3%	0%	2%	0%	i
- CN(C)c1ccc(S(=O)(=O)N2CCCCC2)cc1NC(=O)CCNC(=O)c1ccccc1Cl
    0.5%	0%	nt	1.9	-5%	6%	2%	-1%	i
- COc1ccccc1CCC(=O)OCC(=O)NC1CCCC1
    -0.5%	12%	5%	0.6	-3%	2%	20%	-3%	i
- Cc1nn(C)c(C)c1CCC(=O)O
    0.1%	11%	0%	2.0	-10%	5%	0%	-1%	i
- CCc1ccc(-n2nc3cc(C)c(NC(=O)c4cc(OC)cc(OC)c4)cc3n2)cc1
    0.1%	-4%	nt	nt	3%	-14%	1%	-1%	nt
- COc1ccccc1C(=O)NC(=O)COC(=O)CCOc1cc(C)ccc1C
    -0.3%	-3%	0%	0.8	-5%	8%	9%	1%	i
- CC1CCC2(CC1)NC(=O)N(CC(=O)N1CCN(C(=O)c3ccco3)CC1)C2=O (stereo not given)
    -0.7%	7%	-5%	-4.1	4%	7%	12%	-2%	i
- O=C(NCCc1cnc[nH]1)c1cccs1
    -0.2%	-8%	-7%	-0.6	7%	-7%	5%	0%	i
- Cc1cc(C)c2oc(C(=O)Nc3sc4c(c3C(=O)NCc3ccco3)CCCC4)cc(=O)c2c1
    0.3%	-2%	nt	nt	11%	-5%	-9%	-5%	nt
- COc1ccc(-c2cc(C(=O)Nc3cc(C)on3)no2)cc1OC
    -0.9%	5%	-7%	-0.5	6%	-1%	27%	-1%	i
- C/C(Cn1nnc([N+](=O)[O-])n1)=N\NC(=O)c1ccc(O)cc1
    0.5%	-31%	4%	-0.1	-5%	nt	11µM*	-3%	i
- O=C(NC1=NCCCCC1)c1cccc2ccccc12
    0.6%	14%	1%	-0.3	-16%	5%	25%	3%	i
- CCc1n[nH]c(=S)n1/N=C/c1cc(Br)c(O)c(OC)c1
    3.5%	-13%	1%	-1.6	7%	2%	-27%	0%	i
- C/C(=N\NC(=O)c1c(Cl)c(C)nn1C)c1cccc(NC(=O)c2cccc(F)c2)c1
    3.7%	0%	2%	-0.7	9.2µM*	15%	-9%	0%	i
- CCS(=O)(=O)NCCc1cc2cc(C)c(C)cc2[nH]c1=O
    -0.5%	1%	1%	1.1	-1%	-19%	-3%	-1%	i
- COc1ccc(-c2csc(NC(=S)NC(=O)/C=C/c3ccco3)n2)cc1OC
    28%	-27%	-1%	-1.3	?	14%	10%	?	i
- COCCNC(=O)Nc1ccc2nc(-c3cccs3)c(-c3cccs3)nc2c1
    -0.5%	-1%	-11%	-1.4	?	13%	8%	-3%	i
- Cc1cc2cc(CN(Cc3ccco3)C(=O)NCc3ccccc3)c(=O)[nH]c2cc1C
    -0.7%	-2%	-2%	-3.1	-1%	5%	?	1%	i
- CC1=C([N+](=O)[O-])C(c2ccccc2Cl)NC(=O)N1C (stereo not given)
    -0.3%	9%	1%	0.6	1%	3%	4%	-6%	i
- O=c1[nH]c(C2CCN(S(=O)(=O)c3ccc(C(F)(F)F)cc3)CC2)nc2c1nnn2Cc1cccc(F)c1
    0.0%	-5%	1%	1.3	?	-13%	?	-15%	i

# Two entries from above, with bars between the fields:
molecule | Nrf2 activator | HepG2 viability | MmCpn inh | CCT chaperon mod | Nrf2 inh | Abeta yeast res | TGFb SMAD3 inh | A549 viability | pAkt inh
COc1ccccc1C(=O)NC(=O)COC(=O)CCOc1cc(C)ccc1C | -0.3% | -3% | 0% | 0.8 | -5% | 8% | 9% | 1% | i
CC1CCC2(CC1)NC(=O)N(CC(=O)N1CCN(C(=O)c3ccco3)CC1)C2=O (stereo not given) | -0.7% | 7% | -5% | -4.1 | 4% | 7% | 12% | -2% | i

# Next entries follow:
# Results follow in this order: Nrf2 activator	HepG2 viability	MmCpn inh	CCT chaperon mod	Nrf2 inh	Abeta yeast res	TGFb SMAD3 inh	A549 viability	pAkt inh
- CCCC(O)(c1ccc(OC)cc1)C(CN1CCOCC1)c1ccc(Cl)cc1 (stereo not given)
    -0.2%	-76%	0%	2.4	-15%	6%	?	-14%	i
- Cc1ccc(/C(N)=N/OC(=O)Cc2cccs2)cc1
    3.5%	-7%	0%	1.7	?	0%	7%	-1%	i
- COc1ccc(/C=C/c2ccccc2)cc1[C@H]1[C@@H]2C=CCC[C@@]2(C)C(=O)N1Cc1ccccc1
    7.0%	-5%	2%	0.0	3%	-1%	-15%	5%	i
- COc1ccc(CNC(=O)C2CCN(Cc3nc(-c4ccc(OC)c(OC)c4)oc3C)CC2)cc1
    3.6%	-24%	nt	nt	20%	-1%	?	-13%	nt
- O=C(COc1ccc(S(=O)(=O)NC2CCCCC2)cc1Cl)N1CCN(c2ccccc2)CC1
    0.7%	-16%	1%	-0.5	?	23%	-21%	-25%	i
- CC(C)CNC(=O)C1(C)CCCN1C(=O)c1ccc2c(c1)CCO2 (stereo not given)
    -0.6%[9.22 µM]	-3%	nt	-0.5	nt	10%	-4%	nt	i
- COCCCn1c(=O)c2sccc2n2c(CCCC(=O)NCc3ccccc3OC)nnc12
    -0.7%	0%	1%	-3.2	-16%	-1%	12%	-1%	i
- CC1CCC2(CC1)NC(=O)N(CC(=O)Nc1ccc(N3CCCCC3)cc1)C2=O (stereo not given)
    -0.8%	1%	nt	-0.6	nt	-1%	2%	nt	i
- O=c1oc2ccccc2c2oc3cc(O)c(O)cc3c12
    16%	-39%	-3%	0.7	?	-11%	?	-3%	i
- CC(C)C[C@@H]1NC(=O)[C@H](CO)NC(=O)c2cc([N+](=O)[O-])cc(I)c2OCC[C@@H](C(N)=O)NC1=O
    -1.3%	51%	0%	-3.4	-1%	7%	27%	-13%	i
- Cc1ccc(S(=O)(=O)Nc2ccc3ccccc3c2[N+](=O)[O-])cc1
    3.8%	-31%	nt	-3.2	?	-49%[inhibitor]	?	-4%	i
- CCOc1ccccc1N1CCN(C(=O)NC2CCCCC2)CC1
    -1.2%	-4%	-1%	-4.0	-4%	1%	-4%	6%	i

# Source: PubChem BioAssay
